# Screening data (PubChem BioAssay)
# 14-3-3 PPI: alters human 14-3-3 gamma binding to Raf peptide | P61981 | FP, 14-3-3gamma / TMR-pS259-Raf peptide binding | inhibition, % at 40 µM | actives 0.19% (n = 160,000) | AID 422; in the data active = inhibition above about 30%;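 note: 0% = protein plus tracer without compound and 100% = blank with tracer alone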
# Target sequence (P61981 whole entry, looked up): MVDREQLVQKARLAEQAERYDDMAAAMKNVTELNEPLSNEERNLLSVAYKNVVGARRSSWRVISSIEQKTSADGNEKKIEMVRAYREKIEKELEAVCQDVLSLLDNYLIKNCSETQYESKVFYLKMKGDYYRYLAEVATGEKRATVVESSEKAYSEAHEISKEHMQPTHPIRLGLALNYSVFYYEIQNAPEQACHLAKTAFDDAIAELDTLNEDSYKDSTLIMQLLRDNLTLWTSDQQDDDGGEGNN
# * = called active by the depositor; & = joins results of further samples. An excerpt (hit frequency here may not be typical).
SMILES,14-3-3 PPI
Cc1cc(C)cc(NC(=O)c2cccc(C(=O)Nc3cc(C)cc(C)c3)c2)c1,14
O=C(O)c1cccc(N2C(=O)CCC2=O)c1,1
Cc1cccc(OCC(=O)Nc2ccc(C(=O)OC(C)C)cc2)c1,-9
CCN(CC)S(=O)(=O)c1ccc(NC(=O)c2cccs2)cc1,-31
Cc1occc1-c1nnc(SCC(=O)N2CCCc3ccccc32)n1Cc1ccco1,-5
O=C(Nc1ccc(F)cc1)N1CCOCC1,-8
COc1ccccc1N1CCN(C(=O)c2ccccc2Oc2ccccc2)CC1,-6
CCN(CC)S(=O)(=O)c1ccc(C(=O)N2CCN=C2SCc2ccc(C(F)(F)F)cc2)cc1,0
COC(=O)c1scc2c1OCCO2,-3
Cn1cc(S(=O)(=O)N2CCN(C(=O)c3ccco3)CC2)c(=O)n(C)c1=O,6
CCOC(=O)c1sc2ncnc(Nc3ccc(Oc4ccccc4)cc3)c2c1C,6
Cc1cccc(N2CCN(C(=O)c3ccc4c(c3)NC(=O)c3ccccc3N4)CC2)c1C,-4
O=C1C=C(N2CCOCC2)C(=O)c2ccccc21,-16
COc1cc(C2NC(=O)NC(C)=C2C(=O)OCc2ccccc2)cc(Br)c1O (configuration not stated),-5
CC(C)(C)Nc1c(N)c(=O)oc2ccccc12,-1
CCCCOC(=O)Oc1cc2sc(=O)oc2cc1Br,-4
Cc1ccc(C(=O)Nc2ncc(Cc3ccc(F)cc3)s2)o1,-11
Cc1nc2c(C(=O)NCC3CCCO3)cnn2c(C)c1Cc1ccccc1F (configuration not stated),-5
COc1ccc(S(=O)(=O)N2CCC(C(=O)Nc3ccccc3)CC2)cc1OC,-9
Cc1ccn2c(-c3csc(Nc4cccc(Cl)c4C)n3)c(C)nc2c1,-43
Cc1n[nH]c(C)c1S(=O)(=O)N1CCN(c2ccccn2)CC1,2&3
CC(C)COC(=O)c1cccc(N2C(=O)c3ccc(Br)cc3C2=O)c1,0
CCN(CC)c1ccc(NC(=O)CCS(=O)(=O)c2ccc(C)cc2)c(C)c1,-3
CC(=O)NCCc1nc2ccccc2n1Cc1ccccc1C,10
Cc1cc(C)n(S(=O)(=O)c2cc(C(=O)O)c(N3CCCC3)cc2Cl)n1,2
O=C(NCCC1=CCCCC1)c1ccc2c(=O)n(Cc3ccccc3Cl)c(=S)[nH]c2c1,-10
COc1ccc2[nH]cc(CCNC(C)=O)c2c1,3
COc1ccccc1N1CCN(C2CCN(C(=O)c3cccc(Cl)c3)CC2)CC1,-6
N#CC1=C(N)C(C#N)(C#N)C(c2ccc[nH]2)C2CCCC=C12 (configuration not stated),-29
COc1cccc(OC)c1C(=O)N1CCC(C(=O)O)CC1,1
Cc1ccc(C(=O)OC(C(=O)c2ccccc2)c2ccccc2)cc1Br (configuration not stated),7
O=P(O)(c1ccccc1)c1nccn1-c1ccccn1,-2
COC(=O)c1c(NC(=O)c2nc3ccccc3s2)sc2c1CCN(C(C)=O)C2,-8
COc1ccc(OC)c(-n2c(N)c(C(=O)Nc3ccccc3OC)sc2=S)c1,-6
Cc1sc2ncn(CC(=O)NCCC3=CCCCC3)c(=O)c2c1S(=O)(=O)N1CCCCC1,-8
NC(=O)c1ccccc1N/C=C/C(=O)c1ccco1,-14
Cc1ccc(N(O)C(=O)OCCNC(=O)Nc2ccccc2)cc1,-3
COc1cc(C2C(C(=O)OCCc3ccccc3)=C(C)NC3=C2C(=O)CC(C)(C)C3)cc(Cl)c1O (configuration not stated),-6
CCCCCCc1nnc(NC(=O)OCC)s1,-6
O=C(c1ccco1)N1CCN(c2ccc(Cl)cc2)CC1,2&6
Cc1cc(C)c(OCC(=O)OCC(=O)c2ccc(Cl)cc2)c(C)c1,-6
O=C(COc1ccccc1F)Nc1nc(-c2cccs2)c(NC(=O)c2ccccc2)s1,-17
CCn1c(SCC(=O)Nc2nc(C)cs2)nnc1-c1ccco1,-10
O=C(c1ccccc1)c1ccncc1,-8
CCOC(=O)c1c(NC(=O)CCCn2cnc([N+](=O)[O-])n2)sc2c1CCCC2,-4
CCOc1ccc(N2Cc3ncccc3C2=O)cc1,3
Cc1ccc2nc(-c3ccc(N=c4oc5c(C)ncc(CO)c5cc4C(=O)Nc4ccccc4)cc3)sc2c1,1
COc1cc2cc(C(c3nnnn3C(C)(C)C)N3CCc4ccccc4C3)c(=O)[nH]c2cc1OC (configuration not stated),-4
O=C(CSc1ccc2nnc(-c3ccccn3)n2n1)N1CCN(c2ccccc2)CC1,-4
CC1(C)CC(=O)C2=C(C1)Nc1nc(SCc3ccccc3F)nn1C2c1ccncc1 (configuration not stated),-5
CC1=C(C(=O)OC2CCCCC2)C(c2ccccc2F)n2nnnc2N1 (configuration not stated),-2
CCOC(=O)c1cc(-c2ccccc2)sc1NC(=O)CC,-3
Cn1cccc1C(=O)NC(=O)COC(=O)Cc1coc2ccc3ccccc3c12,-22
Cc1ccnc(NS(=O)(=O)c2ccc3ccccc3c2)c1,-2
Cc1ccc(CNC(=O)c2oc3ccc(S(=O)(=O)N4CC(C)CC(C)C4)cc3c2C)cc1 (configuration not stated),5
CCOc1cccc(N2C(=O)CC(NCc3ccc(S(N)(=O)=O)cc3)C2=O)c1 (configuration not stated),-2&-2
CCC1(C)Cc2c(sc3c2c(=O)n(C)c2n[nH]c(=S)n32)CO1 (configuration not stated),-8
Cc1noc(C)c1COC(=O)Cc1ccc(Cl)c(Cl)c1,3
C=CCNS(=O)(=O)c1ccc(OC)c(C)c1,2
C/C(=N\O)c1ccc2[nH]ccc2c1,6

# Next part, overlapping the part above by two compounds.
SMILES,14-3-3 PPI
C=CCNS(=O)(=O)c1ccc(OC)c(C)c1,2
C/C(=N\O)c1ccc2[nH]ccc2c1,6
CSc1ccccc1NC(=O)C12CC3CC(C1)CC(n1cnc([N+](=O)[O-])n1)(C3)C2,2
O=C1C2C(C(=O)N1Cc1ccco1)C1C=CC2C12CC2 (configuration not stated),-1
Cc1cccc(NCc2ccccc2O)c1C,-10
CC1CCCN(CC(O)COc2ccc(Cl)cc2)C1 (configuration not stated),0
CC1CCN(S(=O)(=O)c2ccc3nc(-c4ccncc4)cc(C(=O)NCc4cccnc4)c3c2)CC1,2
Cn1c(SCC(=O)c2ccc([N+](=O)[O-])cc2)nc2ccccc21,1
O=C(Nc1nccs1)C1CC=CCC1C(=O)OCC(F)(F)C(F)F (configuration not stated),6
CCOC(=O)c1cc2c(=O)n3ccccc3nc2n(CCOC)c1=NC(=O)c1ccc(C(C)(C)C)cc1,-2
CCc1c(C)c(C#N)c2nc3ccccc3n2c1-n1cnc2ccccc21,-55
Cc1ccc(Cn2c(SCc3cccnc3)nc3c2c(=O)n(C)c(=O)n3C)cc1,-6
COC(=O)c1ccccc1NC(=O)c1nn(-c2ccc(C)cc2)c(=O)c2c1c1ccccc1n2C,6
CCOc1ccc(S(=O)(=O)N(CC(=O)Nc2cccc(Br)c2)c2ccccc2)cc1,-6
Cc1ccc(CNC(=O)CCCn2c(=O)c3ccccc3n(Cc3ccccc3Cl)c2=O)cc1,-2
OC[C@H]1O[C@@H](n2cnc3c(NC4CCCC4)ncnc32)[C@H](O)[C@@H]1O,7
Cc1cc(NCCN(C)C)n2nc(-c3cccs3)cc2n1,10
Cc1ccc(S(=O)(=O)O)c(C)c1N1CCCC1=O,-1
CN1C(=O)CC2CC1(C)Oc1ccccc12 (configuration not stated),1
CCc1ccccc1N1CSC2=C(C#N)C(c3ccccc3F)CC(=O)N2C1 (configuration not stated),2
O=C(c1ccccc1[N+](=O)[O-])n1nnc2ccccc21,-5
CCOC(=O)c1c(-c2ccc(-c3ccccc3)cc2)csc1NC(=O)C(C)C,4
CCOC(=O)c1c(C)oc2c1cc(NS(=O)(=O)c1c(C)cc(C)cc1C)c1ccccc12,-36
C=CCNc1nc(N)c(C(=O)Nc2cc(C)on2)s1,-4
CN(C)c1ccc(/C(=N\O)c2ccccc2)cc1,-5
O=C(NCc1cccs1)C(Cc1ccccc1)NS(=O)(=O)c1ccc(Br)s1 (configuration not stated),7
Cc1ccc(-c2nn3c(C)nnc3s2)cc1NC(=O)c1cccnc1,-8
O=C(NC1CCCCC1)c1ccc2c(c1)[nH]c(=S)n1c3ccccc3nc21,-2
COc1ccccc1-c1cc(C(=O)Nc2cc(C)n(Cc3ccc(Cl)cc3)n2)no1,-4&-7
CNC(=O)/C(=N\O)c1ccccc1,1
CC(=O)N1CCc2cc(S(=O)(=O)NC(CC(C)C)C(=O)Nc3ccc(C)cc3Br)ccc21 (configuration not stated),-18
Cc1cc(C(N)=O)c2cc(Br)ccc2n1,2
COc1ccc(NC(=O)CN2CCN(CC(=O)Nc3cccc(C(F)(F)F)c3)CC2)cc1,-8
COc1ccc(C2C(C(N)=O)=C(C)Nc3nc(SCc4ccccc4Cl)nn32)cc1OC (configuration not stated),-2
NS(=O)(=O)c1ccc(Nc2nnc(-c3ccccc3)c3ccccc23)cc1,-2
O=C(NCc1ccco1)C1CCN(S(=O)(=O)N2CCC3(CC2)OCCO3)CC1,6
CCOC(=O)CCc1nc2ccccc2[nH]1,-2
CCOC(=O)N1CCC(NCCNC(=O)c2ccc(Cl)cc2)CC1,1
O=C(c1c(-c2ccccc2)oc2ccc(O)cc12)N1CCCCC1,-6
COC(=O)C1=C(NC(=O)c2ccccc2Cl)CCS1,-2
COc1ccc(N2C(=O)C3C4C=CC(C4)C3C2=O)nn1 (configuration not stated),-3
CCc1cc2c(=O)c(-c3nc4ccccc4n3C)c(C(C)C)oc2c(CN2CCN(C)CC2)c1O,-2
CCCc1cc(C(=O)Nc2sc(C(C)=O)c(C)c2C(=O)OCC)no1,0
O=C(Nc1ccccc1)c1cc2cc(Br)ccc2oc1=Nc1ccccc1F,0
CCOc1ccc(N2C(=O)CC(NCCc3ccc(Cl)cc3)C2=O)cc1 (configuration not stated),-4
COC(=O)CSc1ccc(S(=O)(=O)N2CCCCCC2)cc1[N+](=O)[O-],2
O=C(NC1CCCC1)c1cccn2c(=O)c3ccc(Cl)cc3nc12,-6
CN(C1=C(N2CCOCC2)C(=O)c2ccccc2C1=O)c1ccccc1,-1
O=C1CCC(=O)N1c1ccc(NCCc2cccc(F)c2)c([N+](=O)[O-])c1,-38
CC1(C)CC(=O)C2=C(C1)N(c1cccc(O)c1)C1=C(C2)C(=O)CC(C)(C)C1,6
Cn1nccc1C(=O)NCCN1C(=O)OC2(CCCCC2)C1(C)O (configuration not stated),-9
CC1CCN(C(=O)c2cc3n(n2)C(C(F)(F)F)CC(c2ccccc2)N3)C2CCCCC12 (configuration not stated),-4
Cn1c2c(c(=O)n(C)c1=O)C(c1ccc(Br)cc1)C1=C(N2)c2ccccc2C1=O (configuration not stated),-68
CC(=O)c1c(-c2ccccc2)c2cc(C)ccc2[nH]c1=O,-6
Cc1cc([N+](=O)[O-])cc2c1NC(=O)C2(O)N1CCOCC1 (configuration not stated),-9
CC1=CC(C)(C)Nc2ccc(OC(=O)Cc3cccc4ccccc34)cc21,-34
CCc1cc2c(=O)c(-c3cscn3)coc2c(CN(C)C)c1O,-8
CCOc1ccc(C2Nc3ccccc3C(=O)N2c2ccc(CC)cc2)cc1 (configuration not stated),-8
CCn1c(SCc2cc(=O)n3cc(Br)ccc3n2)nc2ccsc2c1=O,-7
O=C1CCCC2=C1C(c1cc(Br)ccc1OC(F)F)n1ncnc1N2 (configuration not stated),-3
COc1cccc(C=Nc2cc(C(=O)O)ccc2C)c1O,-3
COCCCNC(=O)CSc1ccc2c3c(cccc13)C(=O)c1ccccc1-2,105*

# Part of the list above in a different format:
14-3-3 PPI,compound
6,CC1(C)CC(=O)C2=C(C1)N(c1cccc(O)c1)C1=C(C2)C(=O)CC(C)(C)C1
-9,Cc1cc([N+](=O)[O-])cc2c1NC(=O)C2(O)N1CCOCC1 (configuration not stated)
-3,O=C1CCCC2=C1C(c1cc(Br)ccc1OC(F)F)n1ncnc1N2 (configuration not stated)
-68,Cn1c2c(c(=O)n(C)c1=O)C(c1ccc(Br)cc1)C1=C(N2)c2ccccc2C1=O (configuration not stated)
-9,Cn1nccc1C(=O)NCCN1C(=O)OC2(CCCCC2)C1(C)O (configuration not stated)

# Quoted from the entries so far, 4 compounds:
SMILES,14-3-3 PPI
CCn1c(SCc2cc(=O)n3cc(Br)ccc3n2)nc2ccsc2c1=O,-7
O=C1CCCC2=C1C(c1cc(Br)ccc1OC(F)F)n1ncnc1N2 (configuration not stated),-3
COc1cccc(C=Nc2cc(C(=O)O)ccc2C)c1O,-3
COCCCNC(=O)CSc1ccc2c3c(cccc13)C(=O)c1ccccc1-2,105*

# Sorted by the number under 14-3-3 PPI (rising): 3 from the list above
SMILES,14-3-3 PPI
Cn1c2c(c(=O)n(C)c1=O)C(c1ccc(Br)cc1)C1=C(N2)c2ccccc2C1=O (configuration not stated),-68
Cc1cc([N+](=O)[O-])cc2c1NC(=O)C2(O)N1CCOCC1 (configuration not stated),-9
CC(=O)c1c(-c2ccccc2)c2cc(C)ccc2[nH]c1=O,-6

# (list continues)
SMILES,14-3-3 PPI
CCCCOC(=O)Nc1nnc(COc2ccccc2)s1,-9
OC1CCCc2c1[nH]c1ccc(C34CC5CC(CC(C5)C3)C4)cc21 (configuration not stated),1
COc1ccc(CN2CCCC(C(=O)N3CCCC3)C2)c(OC)c1OC (configuration not stated),2
Cc1ccc(-c2cc(C(=O)NCc3cccnc3)c3ccccc3n2)s1,-17
COc1ccccc1-n1c(C)nc2cc(C(=O)NCc3cccnc3)ccc21,-229
COC(=O)C1=C(N)OC2=C(C(=O)CC(C)(C)C2)C1c1ccoc1 (configuration not stated),-1
COC(=O)c1ccc(-c2c(C#N)c(N)n3c(nc4ccccc43)c2C#N)cc1,-104
Cc1c2c(nc3c(C(=O)NC4CCCC(C)C4C)cnn13)CCCC2 (configuration not stated),-5
Cc1ccc(S(=O)(=O)Nc2ccc3nc(-c4ccco4)[nH]c3c2)cc1,-44
CCOc1ccc(-n2c(SCC(=O)N3CCC(C)CC3)nc3c([nH]c4ccccc43)c2=O)cc1,2
Cc1ccc(S(=O)(=O)Nc2cccc(C)c2C)cc1,-5
CCN1CCCC1CNC(=O)Cn1cnc2ccc(S(=O)(=O)N3CCC(C)CC3)cc2c1=O (configuration not stated),-9
COc1ccc(C2=NN(C(=O)c3cccs3)C(c3ccccc3F)C2)cc1OC (configuration not stated),0
COc1ccc(-n2c(C)c(C(C)=O)c3cc(O)ccc32)cc1,0&4
CC1(O)NC(=O)C2(C#N)C(C#N)(C#N)C12c1ccccc1 (configuration not stated),-6
